# CYP2C19 act = activators of human cytochrome P450 2C19; recombinant CYP2C19, luciferin-H EGE luminescence; active compounds read high; 0 = fully inhibited enzyme, 1 = untreated enzyme; activation factor at 5 µM; 96,000 tested, under 10 active; AID 1025;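 active = activation factor of at least 2 at 5 µM in the primary screen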;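 note: 0 = wells with 2.5 mM tranylcypromine and 1 = vehicle-only wells; values of inactives mirror those of a sister screen read the other way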
# Target sequence (P33261 whole entry, looked up): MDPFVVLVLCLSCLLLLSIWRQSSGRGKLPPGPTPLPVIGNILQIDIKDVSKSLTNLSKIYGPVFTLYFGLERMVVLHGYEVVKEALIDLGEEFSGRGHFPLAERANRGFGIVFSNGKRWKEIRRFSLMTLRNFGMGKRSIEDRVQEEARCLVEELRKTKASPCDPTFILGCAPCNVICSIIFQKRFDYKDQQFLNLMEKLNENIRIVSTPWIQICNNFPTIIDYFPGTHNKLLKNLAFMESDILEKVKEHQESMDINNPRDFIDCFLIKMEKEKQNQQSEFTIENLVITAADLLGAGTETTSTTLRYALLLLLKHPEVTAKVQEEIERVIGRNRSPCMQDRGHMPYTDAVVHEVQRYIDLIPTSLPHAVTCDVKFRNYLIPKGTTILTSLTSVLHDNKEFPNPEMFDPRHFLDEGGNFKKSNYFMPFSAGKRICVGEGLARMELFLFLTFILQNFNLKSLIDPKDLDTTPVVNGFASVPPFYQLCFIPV
# MT1-MMP txn act = MT1-MMP promoter transcription activation; HT1080 MT1-MMP promoter luciferase reporter, luminescence, overnight; active compounds read high; activation factor at 10 µM; hit rate 0.16% among 86,000;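 active = activation factor of at least 2 for MT1-MMP transcription at 10 µM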
# CD11b adhes inh = inhibitors of human CD11b/CD18 binding to fibrinogen. K562 CD11b/CD18 adhesion to fibrinogen, ATPlite luminescence; Mn2+ added to activate the integrin. hit rate 0.54% among 93,000. inhibition, % at 10 µM. P05107+P11215;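 active = primary inhibition of 50% or more at 10 µM, then 40% or more on retest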; note: some results filed as inactive read as strong as hits
# PTK2B oligo ant = antagonists of human Pyk2 oligomerization; hit rate 0.83% among 99,000; Q14289; AID 1347419; Q293 cells, Pyk2 FERM NanoBiT luminescence; active compounds read low; z-score (the deposit names both 25 µM and 10 µM);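 active = Z-score of -3 or lower, scaled per plate to the spread of control and sample wells; inactive = z-score above -3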;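 note: negative z-score means lost luminescence so less FERM oligomerization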
# CYP2C19 inh = blocks human cytochrome P450 2C19; CYP2C19 Supersomes, luciferin-H EGE luminescence, 30 min; inhibition, % at 5 µM; P33261; hit rate 21% among 96,000;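 active = CYP2C19 inhibition above a set limit at 5 µM in the primary screen, cut at about 50% in these data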;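 note: plate controls were negative control wells for no effect and 2.5 mM tranylcypromine positive control for full effect; values of inactives mirror those of a sister screen read the other way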
# Mac1 fbg enh = enhancers of human CD11b/CD18 binding to fibrinogen; P05107+P11215; K562 CD11b/CD18 adhesion to fibrinogen, ATPlite luminescence; activation, % at 10 µM; hit rate 0.07% among 93,000; AID 1499;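 active = 10 µM primary screen giving 50% or more activity, confirmed by 40% or more on retest at that dose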; note: strong numbers were not always called active; reference of the scale not given here
# CYP2C9 inh = blocks human cytochrome P450 2C9; P11712; CYP2C9 Supersomes, luciferin-H conversion, luminescence; inhibition, % at 5 µM; hit rate 20% among 96,000; AID 777;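 active = blocking of liver enzyme CYP2C9 beyond about 50% at 5 µM, limit read from the data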; note: values of inactives mirror those of a sister screen read the other way
# Target sequence (P11712 whole entry, looked up): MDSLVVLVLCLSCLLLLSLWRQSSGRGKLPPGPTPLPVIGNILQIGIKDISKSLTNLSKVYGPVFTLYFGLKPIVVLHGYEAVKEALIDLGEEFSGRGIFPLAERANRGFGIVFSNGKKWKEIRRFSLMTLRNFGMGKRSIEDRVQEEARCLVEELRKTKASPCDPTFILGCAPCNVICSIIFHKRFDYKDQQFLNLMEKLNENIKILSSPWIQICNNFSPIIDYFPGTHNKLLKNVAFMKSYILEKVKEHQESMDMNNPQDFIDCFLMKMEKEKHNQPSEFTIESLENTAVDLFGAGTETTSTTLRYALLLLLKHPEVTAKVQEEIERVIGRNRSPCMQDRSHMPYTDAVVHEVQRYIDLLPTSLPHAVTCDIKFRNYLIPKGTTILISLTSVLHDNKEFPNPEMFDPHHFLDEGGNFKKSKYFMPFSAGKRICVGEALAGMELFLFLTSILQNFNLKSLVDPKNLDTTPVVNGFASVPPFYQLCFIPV
# CYP2C9 act = activators of human CYP2C9 | P11712 | recombinant CYP2C9, luciferin-H conversion, luminescence; active compounds read high; factor 1 = untreated enzyme, 0 = blocked | activation factor at 5 µM | hit rate 1.4% among 96,000;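 active = activation factor of 2 or more for CYP2C9 at a 5 µM dose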;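 note: 0 = sulfaphenazole-blocked wells and 1 = vehicle-only wells; values of inactives mirror those of a sister screen read the other way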
# PLAP act = activators of human placental alkaline phosphatase; hit rate 1.2% among 96,000; activation fold at 20 µM; purified PLAP enzyme, luminescent substrate read-out; active compounds read high; in the data active = activation fold above about 2
# An asterisk follows results filed as active; . = not tested or not shown.
cpd	Molecule	CYP2C19 act	MT1-MMP txn act	CD11b adhes inh	PTK2B oligo ant	CYP2C19 inh
1	COCC(=O)Nc1nnc(Cc2ccc(OC)c(OC)c2)s1	1	1.2	-8	0.24	-4
2	CC(C)(C)n1nnnc1C(c1cccs1)N1CCCc2ccccc21 (centres undefined)	0.6	1.2	-3	0.29	37
3	CCOC(=O)c1cc(CC)sc1NC(=O)c1ccc2c(c1)OCCO2	1	.	10	-1.1	-3
4	Cn1nnnc1SCC(=O)N1c2ccccc2Sc2ccccc21	0.5	1.2	3	0.2	45
5	Cc1cc(C)n(CC(=O)n2nc(C)cc2C)n1	1.1	1.1	-19	-0.78	-7
6	CCn1c(=O)cc(SCC(=O)NCC2CCCO2)c2ccccc21 (centres undefined)	0.9	1.1	-15	0.69	13
7	O=C(NCc1ccc2c(c1)OCO2)c1ccc(S(=O)(=O)N2CCCCC2)cc1	1	1.1	0	0.36	0
8	COC(=O)CN1C(=O)C2(C(C#N)=C(N)Oc3n[nH]c(-c4cccs4)c32)c2ccccc21 (centres undefined)	1.2	.	-6	0	-20
9	Cc1cc2c(ncn2C)c(NS(=O)(=O)c2cc(Cl)ccc2Cl)c1C	0.8	.	-2	0.29	20
10	CN1CCN(C(=O)Nc2cccc3ccccc23)CC1	1.1	1.1	-8	-0.43	-6

cpd	Mac1 fbg enh	CYP2C9 inh	CYP2C9 act	PLAP act
1	-4	-63	1.6	1.1
2	6	30	0.7	1
3	5	25	0.7	0.9
4	0	6	0.9	1.3
5	-2	-8	1.1	0.8
6	10	-275	3.8*	1.2
7	-3	8	0.9	0.8
8	4	-13	1.1	1.4
9	1	-4	1	1.2
10	2	-19	1.2	1

# The list goes on, starting with the last 4 of the part before.
cpd	Molecule	CYP2C19 act	MT1-MMP txn act	CD11b adhes inh	PTK2B oligo ant	CYP2C19 inh
7	O=C(NCc1ccc2c(c1)OCO2)c1ccc(S(=O)(=O)N2CCCCC2)cc1	1	1.1	0	0.36	0
8	COC(=O)CN1C(=O)C2(C(C#N)=C(N)Oc3n[nH]c(-c4cccs4)c32)c2ccccc21 (centres undefined)	1.2	.	-6	0	-20
9	Cc1cc2c(ncn2C)c(NS(=O)(=O)c2cc(Cl)ccc2Cl)c1C	0.8	.	-2	0.29	20
10	CN1CCN(C(=O)Nc2cccc3ccccc23)CC1	1.1	1.1	-8	-0.43	-6
11	CC(C)C(c1nnnn1Cc1ccccc1)N1CCC(C(N)=O)CC1 (centres undefined)	0.9	1	35	0.02	10
12	COc1ccc(Cl)cc1C(=O)Nc1ccc2c(c1)OCO2	0.4	1.7	6	-0.99	59*
13	CN(c1cccc(NC(=O)COc2ccccc2)c1)S(C)(=O)=O	0.8	1.3	.	1.4	19
14	O=C(c1cccs1)N1CCC(c2nc3ccccc3s2)CC1	0.6	1.1	6	-1.2	36
15	CCC(=O)N1CCc2cc(S(=O)(=O)N3CCN(C(=O)c4ccco4)CC3)ccc21	0.9	.	-8	0.25	14
16	c1ccc(-c2cc(CSc3nc4ccccc4[nH]3)on2)cc1	0.7	1.2	-4	-0.69	28
17	COC(=O)c1cc(OC)c(OCc2cc(C(=O)OC)oc2C)c(OC)c1	0.5	1	-5	-0.15	52*
18	CCc1n[nH]c(=O)n1Cn1c(CC)n[nH]c1=O	0.9	1	1	-0.26	13
19	O=c1cc(-c2ccccc2)nc(N2CCN(Cc3ccc4c(c3)OCO4)CC2)[nH]1	0.6	.	-16	-2.8	38
20	CCOC(=O)c1ccc(Cn2cnc3ccccc3c2=O)cc1	0.4	1.2	-30	-0.46	62*

cpd	Mac1 fbg enh	CYP2C9 inh	CYP2C9 act	PLAP act
7	-3	8	0.9	0.8
8	4	-13	1.1	1.4
9	1	-4	1	1.2
10	2	-19	1.2	1
11	5	11	0.9	1.1
12	-4	-232	3.3*	1.1
13	-2	5	1	1
14	-4	61*	0.4	1.1
15	-2	22	0.8	1.2
16	-1	62*	0.4	0.8
17	0	22	0.8	0.8
18	-2	23	0.8	1
19	5	48	0.5	1.2
20	4	55*	0.5	1

# The listing continues:
cpd	Molecule	CYP2C19 act	MT1-MMP txn act	CD11b adhes inh	PTK2B oligo ant	CYP2C19 inh
21	COc1ccc(OC)c(-n2c(-c3cnccn3)n[nH]c2=S)c1	0.8	1.1	-24	0.3	20
22	CCOC(=O)c1cn(CC(=O)Nc2ccc3c(c2)OCCO3)nn1	1	1.2	.	1.7	3
23	O=C(NCCc1ccc(Cl)cc1)c1ncn[nH]1	0.7	1.1	21	0.86	28
24	COc1ccc(C(=O)N2CCN(Cc3cc(OC)c(O)c(OC)c3)CC2)cc1OC	0.9	1.1	3	0.6	13
25	CCc1cc(=O)oc2cc(OCc3nn[nH]n3)ccc12	0.8	1	-7	0.41	23
26	COc1cccc(Cn2nnc(C(=O)NCc3ccc(F)cc3)c2N)c1	1.1	1.1	-2	.	-9
27	O=C(NCc1ccco1)C(c1ccc(F)cc1)N(Cc1cccnc1)C(=O)Cn1nnc2ccccc21 (centres undefined)	1	1	-11	-0.41	-3
28	CC(=O)Nc1ccc(S(=O)(=O)N2CCSC2c2ccccc2)cc1 (centres undefined)	0.4	1.1	34	-0.97	59*
29	Cc1ccc(C)c(C(=O)CSc2n[nH]c(C(C)C)n2)c1	0.7	1.1	-15	-0.51	35
30	CCOC(=O)C1=C(C)OC(N)=C(C#N)C1c1cc(F)ccc1F (centres undefined)	0.2	1.1	-12	0.26	83*

cpd	Mac1 fbg enh	CYP2C9 inh	CYP2C9 act	PLAP act
21	1	24	0.8	1.2
22	.	12	0.9	1.1
23	-3	15	0.8	1
24	1	8	0.9	0.9
25	-2	40	0.6	1
26	-4	-1	1	0.8
27	1	-5	1	0.9
28	7	31	0.7	1
29	0	-11	1.1	1.7
30	-4	47	0.5	1

# Later entries.
cpd	Molecule	CYP2C19 act	MT1-MMP txn act	CD11b adhes inh	PTK2B oligo ant	CYP2C19 inh
31	CCCOc1c(OC)cccc1C1CC(=O)Nc2cc3c(cc21)OCO3 (centres undefined)	0	1.1	1	-1.4	96*
32	Cc1[nH]c2ccccc2c1C(=O)CN1CCN(C2CCCCC2)CC1	1	1.1	-1	.	-1
33	Cc1nc2ccccn2c1C(=O)N/N=C/c1ccccc1[N+](=O)[O-]	1	.	.	0.05	0
34	Cc1ccc(C(=O)O/N=C2\CCCc3ccccc32)cc1	0.8	.	.	0.01	17
35	Cc1cccc(OCC(=O)N(Cc2cccs2)C2CCS(=O)(=O)C2)c1 (centres undefined)	0.6	1.5	-18	-0.35	37
36	CO/C([O-])=N/c1c[n+](-c2ccc(C)cc2)no1	1	1.4	-32	0.71	2
37	Cc1occc1C(=O)Nc1ccc2c(c1)CCC2	0.7	0.8	-8	-0.39	26
38	COc1ccc(NC(=O)CCc2nc(-c3ccccc3F)no2)cc1	0.2	1.1	11	1	78*
39	Clc1ccccc1CSc1nnc(-c2cccnc2)n1Cc1ccco1	0.3	1.2	44	0.44	71*
40	CCOC(=O)N1CCN(C(=O)c2ccc(NC(C)=O)cc2)CC1	0.9	1	.	0.69	8

cpd	Mac1 fbg enh	CYP2C9 inh	CYP2C9 act	PLAP act
31	-4	52*	0.5	1.1
32	-2	30	0.7	1.3
33	.	-26	1.3	1.3
34	.	-42	1.4	0.9
35	-4	16	0.8	0.8
36	2	-1	1	0.9
37	2	4	1	1
38	2	69*	0.3	0.9
39	0	39	0.6	1.7
40	.	17	0.8	1

# Remaining list, next part
cpd	Molecule	CYP2C19 act	MT1-MMP txn act	CD11b adhes inh	PTK2B oligo ant	CYP2C19 inh
41	Cc1cc(=O)oc2ccc(OCC(=O)N3CCc4ccccc43)cc12	0.8	1.2	-18	0.75	15
42	Cn1c(C(C#N)C(=O)c2sc3ccccc3c2Cl)nc2ccccc21 (centres undefined)	0.8	1.1	12	-0.83	22
43	Nc1nc2n(n1)C(c1cccs1)CC(c1ccc(F)cc1)N2 (centres undefined)	0.9	1	-6	-1.7	15
44	Cc1ccnc(SCC(=O)n2c3c(c4ccccc42)CC(C)CC3)n1 (centres undefined)	0.8	.	8	-0.06	24
45	NS(=O)(=O)c1ccc(NCc2cc(Cl)ccc2OCc2ccccc2F)cc1	0.9	.	22	-1.4	7
46	COc1ccc(/C=N/n2c(SC)nnc2-c2ccccc2)cc1C	0.5	1.1	12	0.13	54*
47	COc1ccc2cc(C(c3nnnn3Cc3ccc(F)cc3)N3CCCCCC3)c(=O)[nH]c2c1 (centres undefined)	0.9	1.2	-10	1.3	6
48	COCCNC(=O)CC(NS(=O)(=O)c1ccc(C)cc1)c1ccco1 (centres undefined)	0.7	1.2	-16	0.25	32
49	COCc1cc(C)nc(Nc2cc(C)ccc2C)c1C#N	0.8	1	3	-1.1	20
50	C(=N\Nc1nc2ccccc2s1)/c1cccs1	0.7	.	-4	-1.3	30

cpd	Mac1 fbg enh	CYP2C9 inh	CYP2C9 act	PLAP act
41	1	72*	0.3	1.1
42	0	71*	0.3	1.2
43	0	5	0.9	0.8
44	7	11	0.9	1
45	-11	28	0.7	0.9
46	5	32	0.7	1.2
47	26	11	0.9	1.7
48	-6	-8	1.1	1
49	-5	16	0.8	0.8
50	-1	12	0.9	1.5

# Following part
cpd	Molecule	CYP2C19 act	MT1-MMP txn act	CD11b adhes inh	PTK2B oligo ant	CYP2C19 inh
51	CCc1ccc(NC(=O)CCc2nc3cccnc3n2Cc2ccc(OC)cc2)cc1	0.6	1.1	-9	-1.1	43
52	Cn1c(SCc2ccc(F)cc2)nnc1-c1cccs1	0.6	1.6	-6	-0.86	38
53	Cc1ccc(S(=O)(=O)NCCNC(=O)CN2CCCC2)cc1	1.1	1.2	.	0.54	-15
54	Cc1[nH]n(-c2ccccc2)c(=O)c1S(=O)(=O)c1ccccc1	0.1	1.3	-7	-0.24	88*
55	CC(C)=C1C2CCC1C1C(=O)N(NC(=O)COc3ccc(Cl)c(C)c3)C(=O)C21 (centres undefined)	0.5	.	9	0.41	49
56	CCc1c(C)sc(NC(=O)c2cc(C)no2)c1C#N	1.1	1	6	.	-7
57	Cc1ccc(NC(=O)Cn2nnc(C(=O)NCc3ccccc3)c2N)cc1C	1.1	1	-29	-0.12	-8
58	O=C(CN1C(=O)C2CC=CCC2C1=O)Nc1nnc(SCc2ccc(Cl)cc2)s1 (centres undefined)	0.6	1.3	22	1	38
59	COc1ccc(OC)c(NS(=O)(=O)c2ccc(NC(=O)C3COc4ccccc4O3)cc2)c1 (centres undefined)	0.4	.	38	-0.29	57*
60	COCCn1c(=O)[nH]c2cc(C(=O)NCCCN3CCN(c4ccc(F)cc4)CC3)ccc2c1=O	0.9	1.2	.	0.95	11

cpd	Mac1 fbg enh	CYP2C9 inh	CYP2C9 act	PLAP act
51	3	39	0.6	0.7
52	0	10	0.9	0.7
53	.	-14	1.1	1.1
54	4	-44	1.4	1.2
55	-4	0	1	1.2
56	-2	3	1	0.9
57	-2	-15	1.1	0.9
58	-6	-33	1.3	1.3
59	5	11	0.9	1.3
60	.	14	0.9	1.2

# (cont.)
cpd	Molecule	CYP2C19 act	MT1-MMP txn act	CD11b adhes inh	PTK2B oligo ant	CYP2C19 inh
61	CC(C)C(NS(=O)(=O)c1cccc2nsnc12)C(=O)NCCC1=CCCCC1 (centres undefined)	0.8	.	2	.	20
62	COc1ccc(C(=O)COc2ccc(NC(C)=O)cc2)cc1	0.5	1.3	-5	0.53	48
63	CCS(=O)(=O)NCCc1csc(-c2cccnc2)n1	0.6	1	-8	.	36
64	COc1ccc(CNC(=O)C2=C(C)C(=O)OC23CCC(C)CC3)cc1 (centres undefined)	0.5	.	12	.	55*
65	O=c1oc2cc(OCc3ccc(C(F)(F)F)cc3)ccc2cc1-c1ccccn1	0.7	.	-13	0.17	26
66	O=C(CCc1ccc(S(=O)(=O)N2CCOCC2)cc1)NCCCN1CCCC1=O	0.9	1.1	-6	0.42	11
67	Cc1cc(C)c2c(N=NN(C)C)[nH]nc2n1	1.1	.	.	0.93	-8

cpd	Mac1 fbg enh	CYP2C9 inh	CYP2C9 act	PLAP act
61	-4	22	0.8	0.9
62	0	45	0.5	1
63	-3	37	0.6	1.1
64	3	25	0.7	1.1
65	45	-6	1.1	0.9
66	1	8	0.9	1.1
67	.	-21	1.2	1.4
